# Assay outcomes deposited in PubChem by Broad Institute.
# SIRT5 block: SIRT5 desuccinylase inhibitors, primary screen, biochemical, fluorescence imaging, single point, set 5; NAD-dependent protein deacylase sirtuin-5, mitochondrial (Homo sapiens), Q9NXA8; Purified SirT5, succinyl-peptide AMC, trypsin-coupled fluorescence; inhibition, % at 15 µM; actives 1.1% (n = 330,000); AID 652115, 2013; in the data active = inhibition above about 15%
# Target sequence (Q9NXA8 whole entry, looked up): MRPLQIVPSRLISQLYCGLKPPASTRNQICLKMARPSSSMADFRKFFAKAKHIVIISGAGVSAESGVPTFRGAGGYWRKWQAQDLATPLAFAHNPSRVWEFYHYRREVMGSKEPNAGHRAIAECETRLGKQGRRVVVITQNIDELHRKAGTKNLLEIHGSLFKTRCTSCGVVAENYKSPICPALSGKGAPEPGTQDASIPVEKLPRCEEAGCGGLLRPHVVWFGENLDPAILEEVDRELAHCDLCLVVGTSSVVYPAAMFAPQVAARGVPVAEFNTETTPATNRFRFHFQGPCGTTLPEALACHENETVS
# LGR2 inh: inhibitors of bursicon-induced LGR2 CRE-luciferase signal, primary screen, cell-based, HEK293, CRE-luciferase reporter, bursicon stimulation. Drosophila bursicon receptor LGR2 (rickets). bursicon-stimulated, 4 h. inhibition, % at 9.99 µM. actives 0.35% (n = 380,000). AID 720647, 2013;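 active = drop in luminescence signal, shown as inhibition above about 50% in the replicate tests, limit read from the data, passing the limit was not always enough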;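 note: agonist challenge used bursicon conditioned medium at about half maximal strength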
# ERAP1 HTS inh: human ERAP1 aminopeptidase inhibitors, primary screen, biochemical, single point, plate reader; recombinant ERAP1, Leu-AMC fluorescence, 60 min; inhibition, % at 10.7 µM; actives 0.15% (n = 340,000); AID 652197, 2013;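 active = mean replicate inhibition of at least 30%, or all replicates individually reaching that 30% level; inactive = mean below 30% and not every replicate reaching it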;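 note: 0% = neutral control wells and 100% = L-leucinethiol positive control wells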
# S100A4 MyoIIA: inhibitors of S100A4-myosin IIA peptide binding, primary screen, biochemical, fluorescence polarization, TAMRA-MyoIIA peptide; actives 0.14% (n = 360,000); AID 652163, 2013; inhibition, % at 10.7 µM;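 active = mean inhibition of at least 70% across replicates, with every replicate also reaching that level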
# Target sequence (P26447 whole entry, looked up): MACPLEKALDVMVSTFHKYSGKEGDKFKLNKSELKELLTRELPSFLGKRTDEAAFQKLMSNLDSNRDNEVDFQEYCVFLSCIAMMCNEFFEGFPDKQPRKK
#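 Material: S100A4 monomer (human). Medium: Calcium-containing HEPES buffer, pH 7.2. Probe or stimulus: labelled myosin peptide probe, 5 nM. Compound dosing: one concentration per compound. Timing: polarization read 5 min after assay mix addition, stable 5–60 min. Benchmarks: DMSO as neutral control, TFP as positive control.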
# Statin myotox sup: suppressors of statin myotoxicity in C2C12 myotubes, primary screen, cell-based, single point, plate reader | C2C12 myotubes + simvastatin, ATP luminescence, 48 h; scaled: DMSO 0, geranylgeraniol control 100 | rescue of ATP level, % at 7.49 µM | actives 0.78% (n = 330,000);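 active = mean ATP rescue above about 67%, or every replicate alone reaching that limit, limit read from the data, passing the limit was not always enough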;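 note: myotubes were challenged with 10 µM simvastatin during compound exposure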
# PGC1a acetyl inh: inhibitors of PGC1a acetylation signal, primary screen, cell-based, U2OS, AlphaScreen, inhibitor mode; AlphaScreen anti-acetyl-lysine; with virally co-expressed GCN5 acetyltransferase; inhibition, % at 15.6 µM; actives 0.17% (n = 350,000);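 active = every replicate shows inhibition of at least 40%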;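 note: 0% = neutral control wells and 100% = positive control wells; some results beyond the cut were filed as inactive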
# XiGFP reactiv: activators of inactive X chromosome reactivation, primary screen, imaging, XiGFP fibroblasts, GFP high-content imaging, set 2. activation, % at 7.58 µM. XiGFP mouse fibroblasts, % GFP-positive cells imaging, 3 d; cells co-treated with 5-aza-dC sensitizer; scaled so ellipticine positive control = 100%. AID 743238, 2013. actives 0.055% (n = 360,000);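 active = mean normalized replicate activation at least 10% and every replicate at or above 10%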;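 note: 0% = median of on-plate neutral control wells and 100% = ellipticine 6 µM median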
#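 material = 68-5-11 XiGFP fibroblast line | medium = DMEM plus 5-aza-dC sensitizer | schedule = 3 days compound exposure | benchmarks = positive control ellipticine, 6 µM final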
# Cneo AK release: Cryptococcus neoformans cell lysis inducers, primary screen, AK release luminescence, single concentration. C. neoformans lysis, adenylate kinase release luminescence, 4 h; normalised: neutral wells 0, clomiphene wells 100. lysis activity, % at 15 µM. actives 0.2% (n = 360,000);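 active = mean lysis activity across replicates of at least 80%, whatever share of replicates individually reach that level; inactive = mean lysis activity below 80%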
#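 Material: C. neoformans cells; Schedule: 4 h static compound exposure, 37 °C, read 1 h post-reagent; Measured by: adenylate kinase release luminescence; Read-out: signal increase indicating cell lysis; Controls: Clomiphene as positive lysis control.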
# Starred values were filed as active, the others as inactive; nt = no result given; & = joins results of further samples. This is a subset, so the mix of outcomes need not match the whole.
SMILES,SIRT5 block,LGR2 inh,ERAP1 HTS inh,S100A4 MyoIIA,Statin myotox sup,PGC1a acetyl inh,XiGFP reactiv,Cneo AK release
O=c1[nH]c2ccccc2n1C1CCN(C(c2ccccc2)c2nnnn2Cc2ccccc2)CC1 (stereo unspecified),-0.5,12.3,-3.5,0.7,-1.9,10.6,0.0,-1.1
CCC(=NCc1cccnc1)c1c(O)n(-c2ccccc2)c(=O)[nH]c1=O,0.9,2.2,1.0,-0.3,-3.1,6.1,1.6,10.1
COc1ccc(NC(=O)C2C3CCC(O3)C2C(=O)O)c(OC)c1 (stereo unspecified),-5.5,-16.2,-2.1,-6.9,7.4,nt,0.0,-0.4
CCN1CCN(Cc2nc3ccc([N+](=O)[O-])cc3c(=O)n2-c2ccccc2F)CC1,1.3,13.3,13.8,9.5,-4.0,nt,-0.1,-1.9
CCN1[C@@H]2c3ccc(-c4ccc(OC)cc4)c(=O)n3C[C@H]1[C@H](CO)[C@H]2C(=O)OC,-29.8,-11.1,-1.4,11.1,10.4,nt,0.1,2.4
CCCCC(=O)N/N=C/c1c(O)n(Cc2ccco2)c(=O)[nH]c1=O,nt,3.4,nt,nt,nt,-4.6,0.0,-15.6
CCOc1cc(CNCCc2cccc(F)c2)ccc1OC,-2.7,0.9,-3.4,-3.9,-6.2,5.9,0.0,4.3
CN(Cc1c[nH]c2ccccc12)C1CCCCC1,-5.3,8.1,0.6,0.6,nt,nt,0.0,nt
CC(C)c1ccc(-n2c(O)c(/C=N/N3CCOCC3)c(=O)[nH]c2=S)cc1,8.7,-6.0,2.3,-24.6,-9.1,-6.5,0.3,-1.7
CCCCn1c(O)c(/C=N/N2CCOCC2)c(=O)[nH]c1=S,-0.2,-3.1,5.9,-9.6,nt,0.3,0.0,-4.9
C[C@]1(O)CCC2C3CC[C@H]4C[C@@H](OC(=O)CNC(=O)CN)CC[C@]4(C)C3CC[C@@]21C (stereo partly specified),nt,nt,2.4,0.2,-0.7,0.7,0.1,3.1
Cc1cc(N2CCNC[C@@H]2C)ccc1N1CC[C@@H](O)C1,0.0,-7.2,5.8,0.4,nt,nt,0.7,nt
Clc1ccc(CSC(Cn2ccnc2)c2ccc(Cl)cc2Cl)cc1 (stereo unspecified),0.6,4.8,0.1,-0.6&-11.6,-9.4,-9.0,0.1,-9.5
Cc1ccc(C(=O)N/C(=C\Cl)P(=O)(c2ccccc2)c2ccccc2)cc1,-1.6,0.0,3.3,3.3,nt,nt,0.2,nt
COc1ccc(CCNC2(C#N)CCCCC2)cc1OC,1.1,6.5,2.1,1.2,17.8,83.6*,0.0,0.6
CCN(CC)C(=O)c1ccc(N(Cc2ccccc2)S(C)(=O)=O)cc1,-2.0,11.5,0.9,-2.5,1.7,7.6,0.0,1.8
CC(=O)O[C@@]12CO[C@@H]1C[C@@H](O)[C@@]1(C)C(=O)[C@H](O)C3=C(C)[C@@H](OC(=O)[C@H](O)[C@@H](NC(=O)c4ccccc4)c4ccccc4)C[C@@](O)([C@@H](OC(=O)c4ccccc4)C12)C3(C)C (stereo partly specified),nt,nt,nt,-1.5,-3.0,-20.6,nt,-1.8
COc1cccc(CCNCc2c(F)cccc2F)c1,-5.7,-3.8,6.0,13.3,nt,nt,0.2,nt
O=C(O)CNC1c2ccccc2CSc2ccccc21 (stereo unspecified),-1.2,9.0,nt,-1.7,nt,5.4,-0.1,3.8
Cc1nc2cc([N+](=O)[O-])ccc2c(=O)n1-c1ccc(Br)cc1,-5.8,2.4,0.8,0.9,8.9,nt,0.0,6.8
Oc1ccccc1C1NCc2ccccc2-n2cccc21 (stereo unspecified),-5.6,6.4,-1.1,-1.3,-5.5,0.3,0.0,-0.7
C/C(O)=C(\C#N)C(=O)Nc1cc(Br)ccc1Br,-4.0,-4.2,-3.7,-7.8,-1.7,3.1,0.7,-0.2
COc1ccccc1NP1(=O)OCC(C)([N+](=O)[O-])CO1 (stereo unspecified),-2.9,2.8,-0.8,-0.9,nt,36.8,0.2,nt
CCC1CN1P1(=O)OCC(C)([N+](=O)[O-])CO1 (stereo unspecified),-1.1,14.5,-3.0,0.8,nt,nt,0.2,nt
CC(C)Oc1cccc(C(=O)C2CCCN(C3CCOCC3)C2)c1 (stereo unspecified),-0.4,3.3,-0.6,-2.0,-3.6,6.4,0.0,5.6
COc1ccccc1N1CCN(Cc2cnc(-c3ccccc3)[nH]2)CC1,-2.3,-0.7,0.4,-2.9,nt,-3.4,0.0,nt
COC(=O)c1c(N)n(Cc2ccc(OC)cc2)c2nc3ccccc3nc12,nt,24.1,nt,nt,25.3,-11.6,nt,8.9
CCC(=NCCc1ccccc1)c1c(O)[nH]c(=O)[nH]c1=O,-2.1,-1.7,3.9,-2.6,nt,nt,0.0,nt
Nc1ccccc1-[n+]1c(-c2ccccc2)cc(-c2ccccc2)cc1-c1ccccc1,2.5,-7.6,-3.5,2.0,-84.6,0.3,0.2,-8.9
CC1CC2C(C(O)CC3(C)C(O)CCC23)C2(C)CCC(=O)C=C12 (stereo unspecified),nt,-2.6,3.2,2.0,5.3,2.3,0.0,0.4
COc1ccccc1-n1c(-c2ccccc2)nc2ccccc2c1=O,-1.5,7.1,-1.1,-3.8,1.3,nt,0.0,-2.0
CCOC(=O)[C@]12Cc3cc(OC)ccc3[C@H]1N(CCC(=O)OC)C(=O)c1cc(OC)ccc12,-2.7,38.5,-0.7,-4.7,nt,nt,0.2,nt
CC(C)CN1Cc2cc(N3CCCCC3)ccc2-n2nncc2C1,-4.6,-7.1,nt,-3.7,-2.6,-2.8,0.0,2.4
CC(C)[C@H]1CC2C3CC=C4C[C@@H](O)CC[C@]4(C)C3CC[C@]2(C)[C@H]1O (stereo partly specified),nt,3.0,3.4,-3.2,-23.0,-16.7,0.3,3.7
CC(=O)OC1C(O)C(C)OC(OC2C(OC(=O)C3CCC4C(C3)OC3(CC(OC(=O)/C=C/c5ccccc5)C(C)CO3)C43CO3)OC(C)C(O)C2OC(C)=O)C1O (stereo unspecified),-3.2,99.2*,-4.4,-2.7,nt,77.7*,3.0,nt
COC(=O)C1=C(c2ccccc2)C[C@@H]2CC[C@H]1N2C(=O)NCc1cccc2ccccc12,nt,5.9,nt,-4.3,-17.3,nt,0.1,2.3
C[C@]12CCC3C(CC[C@H]4C[C@H](O)CC[C@]34C)C1CC(=O)[C@@H]2O (stereo partly specified),-1.2,-6.7,-1.4,-9.9,1.7,nt,0.1,-1.9
CCCC(=O)NC(Oc1ccc(Cl)cc1Cl)C(Cl)(Cl)Cl (stereo unspecified),-10.7,1.1,0.4,3.8,nt,6.1,nt,nt
CCOc1ccc(-n2c(O)c(C=Nc3ccc(NC(C)=O)cc3)c(=O)[nH]c2=O)cc1,2.1,7.4,11.9,-4.5,3.3,-4.8,0.2,nt
COc1ccccc1CN1CCCC(C(=O)c2ccccc2OC)C1 (stereo unspecified),-28.5,0.3,-3.5,-3.5,-14.8,0.5,0.1,-0.6

# The closing six compounds of the section before lead into the next:
SMILES,SIRT5 block,LGR2 inh,ERAP1 HTS inh,S100A4 MyoIIA,Statin myotox sup,PGC1a acetyl inh,XiGFP reactiv,Cneo AK release
CC(=O)OC1C(O)C(C)OC(OC2C(OC(=O)C3CCC4C(C3)OC3(CC(OC(=O)/C=C/c5ccccc5)C(C)CO3)C43CO3)OC(C)C(O)C2OC(C)=O)C1O (stereo unspecified),-3.2,99.2*,-4.4,-2.7,nt,77.7*,3.0,nt
COC(=O)C1=C(c2ccccc2)C[C@@H]2CC[C@H]1N2C(=O)NCc1cccc2ccccc12,nt,5.9,nt,-4.3,-17.3,nt,0.1,2.3
C[C@]12CCC3C(CC[C@H]4C[C@H](O)CC[C@]34C)C1CC(=O)[C@@H]2O (stereo partly specified),-1.2,-6.7,-1.4,-9.9,1.7,nt,0.1,-1.9
CCCC(=O)NC(Oc1ccc(Cl)cc1Cl)C(Cl)(Cl)Cl (stereo unspecified),-10.7,1.1,0.4,3.8,nt,6.1,nt,nt
CCOc1ccc(-n2c(O)c(C=Nc3ccc(NC(C)=O)cc3)c(=O)[nH]c2=O)cc1,2.1,7.4,11.9,-4.5,3.3,-4.8,0.2,nt
COc1ccccc1CN1CCCC(C(=O)c2ccccc2OC)C1 (stereo unspecified),-28.5,0.3,-3.5,-3.5,-14.8,0.5,0.1,-0.6
Cn1c(O)c(C=NC2CCN(Cc3ccccc3)CC2)c(=O)n(C)c1=O,1.0,4.1,2.0,4.2,12.9,2.6,0.0,0.5
COC(=O)C1=C(c2ccc(OCc3ccccc3)cc2)C[C@@H]2CC[C@H]1N2C(=O)NCc1ccc(C(C)(C)C)cc1,-2.7,14.1,nt,1.4,-0.2,5.3,-0.1,-3.3
Cc1cc(OCC(=O)N[C@@H](Cc2ccccc2)C(=O)O)c2c3c(c(=O)oc2c1)CCC3,-16.7,10.2,-1.3,30.1,4.2,6.0,nt,1.9
C[C@]12CCCCC1=CC(=O)C1C2CC[C@@]2(C)C1C[C@@H](F)[C@@H]2O (stereo partly specified),nt,4.2,1.1,0.8,1.6,-8.6,0.3,0.8
COc1ccccc1N=Nc1c(O)[nH]c(=S)[nH]c1=O,nt,-16.2,-0.6,20.2,nt,2.2,0.0,nt
Clc1ccc(C[n+]2c(-c3ccccc3)cc(-c3ccccc3)cc2-c2ccccc2)cc1,nt,9.1,3.8,-2.4,-183.9,-26.7,0.6,-1.4
O=CC(Cl)P(=O)(N1CCOCC1)N1CCOCC1 (stereo unspecified),-6.0,14.4,nt,8.9,nt,5.6,0.0,-2.9
CC(=O)Nc1ccc(C(c2c(O)c3ccccc3oc2=O)c2c(C)n(C)n(-c3ccccc3)c2=O)cc1 (stereo unspecified),0.7,-7.0,-2.5,-5.0,nt,14.6,-0.1,nt
COC(=O)C1=C(c2ccc(OC)c(OC)c2)C[C@@H]2CC[C@H]1N2C(=O)NCc1ccco1,nt,2.2,nt,-2.5,-4.8,-9.5,0.0,-2.9
O=C(Nc1nccs1)c1c(O)c2c(n(Cc3ccco3)c1=O)CCCC2,-2.9,nt,-0.6,-4.8,nt,12.9,0.0,9.7
CCOC(=O)C1=C(C)c2ccccc2OC1(C(=O)OCC)c1ccccc1 (stereo unspecified),-2.3,13.6,nt,2.3,20.3,-9.2,0.0,0.2
CC(C)N1CCN(Cc2cc3c(cc2Cl)OCO3)CC1CCO (stereo unspecified),2.5,3.6,-0.1,1.9,13.2,-5.5,-0.1,2.2
C=CCn1c(O)c(C=Nc2ccc(F)cc2)c(=O)[nH]c1=O,-7.4,-14.7,-0.6,2.0,0.2,nt,0.4,0.3
